Source: PubChem BioAssay
HRas wt GTP bind – changes GTP binding to wildtype human HRas | 190,000 compounds, 0.14% hits | GTP binding activity, % at 10 µM | AID 759 | P01112 | GST-Ras wt beads, Bodipy-FL-GTP binding, flow cytometry; actives lie on both sides;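 active = GTP binding activity at least 20% away from the 100% baseline, either lowered as inhibitor or raised as activator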;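 note: 0% = unlabeled GTP competition control and 100% = no-compound control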
Target sequence (P01112 whole entry, looked up): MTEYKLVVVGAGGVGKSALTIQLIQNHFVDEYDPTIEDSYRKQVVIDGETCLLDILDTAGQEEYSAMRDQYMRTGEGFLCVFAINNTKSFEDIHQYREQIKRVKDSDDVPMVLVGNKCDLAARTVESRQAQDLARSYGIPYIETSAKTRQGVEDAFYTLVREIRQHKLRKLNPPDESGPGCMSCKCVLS
Rac1 wt GTP bind – modulators of human Rac1 wildtype GTP binding; AID 757; P63000; GTP binding activity (% of control), % at 10 µM; 190,000 compounds, 0.27% hits; GST-Rac1 beads, fluorescent GTP binding, flow cytometry; actives lie on both sides; 0 = cold GTP competed, 100 = untreated;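 active = GTP binding activity at least 20 points away from the 100% control level, either lower or higher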
GSH fluor – compound fluoresces at 488/530 nm on GSH beads; fluorescence (KMESF) at 10 µM; 190,000 compounds, 0.25% hits; GSH beads flow cytometry, compound fluorescence 488/530 nm; active compounds read high; in the data active = fluorescence above about 89;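 note: glutathione beads carrying GST-tagged Bcl family fusion proteins plus one bare bead set; values are compound well signal with DMSO vehicle wells as background; inactives centre near 16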
Mcl1 Noxa PPI – disrupts binding of human Mcl-1 to Noxa peptide | TR-FRET Mcl-1/Noxa peptide binding, 2 h | inhibition, % at 21.7 µM | 220,000 compounds, 1.5% hits;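 active = compounds that cut the protein-peptide binding signal by more than 50% relative to plate controls in a single-dose test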;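 note: His-tagged Mcl-1 with rhodamine Noxa BH3 peptide and terbium anti-His antibody; 0% = Mcl-1 plus Noxa peptide wells and 100% = peptide-only wells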
Target sequence (Q07820 whole entry, looked up): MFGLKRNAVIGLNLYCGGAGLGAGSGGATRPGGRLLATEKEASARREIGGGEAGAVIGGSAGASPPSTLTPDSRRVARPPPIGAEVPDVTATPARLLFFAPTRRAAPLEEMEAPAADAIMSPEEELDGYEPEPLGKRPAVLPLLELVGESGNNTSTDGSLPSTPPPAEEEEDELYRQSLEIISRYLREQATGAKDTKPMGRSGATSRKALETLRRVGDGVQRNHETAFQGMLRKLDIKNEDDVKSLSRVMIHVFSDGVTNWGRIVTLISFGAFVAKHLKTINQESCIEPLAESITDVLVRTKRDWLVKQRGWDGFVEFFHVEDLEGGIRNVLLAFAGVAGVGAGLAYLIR
Rab7 wt GTP bind – modulators of GTP binding to dog Rab7 wildtype GTPase; GST-Rab7 beads, fluorescent GTP binding, flow cytometry; actives lie on both sides; untreated = 100%, excess cold GTP = 0%; 190,000 compounds, 0.055% hits; GTP binding activity (percent of control), % at 10 µM;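 active = fluorescent GTP binding to Rab7 beads changed by at least 20 points from the 100% baseline, either direction, mostly lower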;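 note: median green fluorescence of bound Bodipy-FL-GTP per Rab7 bead population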
Mcl1 Bid PPI – disrupts binding of human Mcl-1 to Bid peptide; Q07820; TR-FRET Mcl-1/Bid-Dy647 peptide binding, 1536-well; inhibition, % at 21.7 µM; 220,000 compounds, 0.97% hits; AID 1021;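 active = compounds that cut the binding signal by more than half at the single screening dose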;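 note: His-tagged Mcl-1 with europium anti-His antibody binding Bid BH3 peptide; 0% = Mcl-1 plus peptide wells and 100% = peptide-only wells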
Avidin fluor – avidin bead compound fluorescence profile | 220,000 compounds, 0.38% hits | fluorescence (KMESF) at 10 µM | Avidin beads, compound fluorescence 488/530 nm, flow cytometry; active compounds read high; in the data active = fluorescence above about 47; note: inactives centre near 10
Rac1 act GTP bind – modulators of GTP binding to human Rac1 activated mutant; 190,000 compounds, 0.11% hits; AID 764; GST-Rac1 activated beads, fluorescent GTP binding, flow cytometry; actives lie on both sides; 100% means binding = to untreated wells; percent activity (GTP binding), % at 10 µM;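 active = GTP binding at least 20 percentage points away from the 100% baseline, in either direction, so actives lie on both sides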
Pf gametocyte – inhibitors of late stage P. falciparum gametocyte viability; 150,000 compounds, 0.065% hits; inhibition, % at 10.9 µM; P. falciparum stage V gametocytes, ATP luminescence, 24 h;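 active = inhibition above the mean plus 3 SD of compounds within the control limits, set per campaign, cut at about 38% in these data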;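 note: 0% = DMSO wells and 100% = medium only without gametocytes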
Rab2A wt mod – changes GTP binding to wildtype dog Rab2A, up or down; AID 760; GST-Rab2 wt beads, Bodipy-GTP binding, flow cytometry; GTP binding activity, % at 10 µM; P61105; 190,000 compounds, 0.19% hits;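 active = GTP binding activity at least 20 points away from 100%, either lowered or raised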;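 note: 0% = beads with excess unlabeled GTP and 100% = no-compound control corrected for plate trend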
Cdc42 wt GTP – modulators (inhibitors or activators) of GTP binding to human Cdc42 wildtype; P60953; GST-Cdc42 beads, Bodipy-GTP binding, flow cytometry; actives lie on both sides; percent activity (GTP binding), % at 10 µM; 190,000 compounds, 0.2% hits; AID 761;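 active = percent activity GTP binding at least 20 points away from the 100% baseline, either down as inhibitor or up as activator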;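 note: median bead fluorescence of bound Bodipy-FL-GTP at 100 nM; 0% = excess unlabeled GTP control and 100% = no compound control; below 100% means less GTP binding so inhibitor and above means activator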
Target sequence (P60953 whole entry, looked up): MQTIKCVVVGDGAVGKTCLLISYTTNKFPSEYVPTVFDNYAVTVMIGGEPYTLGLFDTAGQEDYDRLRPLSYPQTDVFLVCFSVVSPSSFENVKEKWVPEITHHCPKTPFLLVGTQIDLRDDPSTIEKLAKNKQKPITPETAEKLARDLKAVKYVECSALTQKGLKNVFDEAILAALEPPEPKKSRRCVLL
Active calls of the source: *.

For CCCN1C(=O)/C(=C/c2ccc(C)o2)NC1=S the results were HRas wt GTP bind 94, Rac1 wt GTP bind 101, GSH fluor 12, Mcl1 Noxa PPI 35, Rab7 wt GTP bind 93, Mcl1 Bid PPI -23, Avidin fluor 6, Rac1 act GTP bind 98, Rab2A wt mod 100 and Cdc42 wt GTP 96.
For Cc1nn(CCCNC(=O)C2CCCO2)cc1Br (stereo not given) the results were HRas wt GTP bind 102, Rac1 wt GTP bind 108, GSH fluor 11, Mcl1 Noxa PPI -5, Rab7 wt GTP bind 102, Mcl1 Bid PPI -7, Avidin fluor 8, Rac1 act GTP bind 101, Rab2A wt mod 101 and Cdc42 wt GTP 104.
For O=C(NCCSCc1ccc(Cl)cc1Cl)c1ccc(CN2CCOCC2)cc1 the results were HRas wt GTP bind 99, Rac1 wt GTP bind 99, GSH fluor 10, Mcl1 Noxa PPI 17, Rab7 wt GTP bind 95, Mcl1 Bid PPI -13, Avidin fluor -1, Rac1 act GTP bind 97, Rab2A wt mod 94 and Cdc42 wt GTP 97.
CC(C)Cc1cc(C(=O)Nc2sc3c(c2C#N)CCCC3)no1 was read as HRas wt GTP bind 98, Rac1 wt GTP bind 102, GSH fluor 18, Mcl1 Noxa PPI 15, Rab7 wt GTP bind 99, Mcl1 Bid PPI -13, Avidin fluor 6, Rac1 act GTP bind 97, Rab2A wt mod 98 and Cdc42 wt GTP 97.
For COc1ccc(S(=O)(=O)N2CC3CCCN3c3ccc(C(F)(F)F)cc32)cc1 (stereo not given) the results were HRas wt GTP bind 101, Rac1 wt GTP bind 101, GSH fluor 14, Mcl1 Noxa PPI 1, Rab7 wt GTP bind 97, Mcl1 Bid PPI -54, Avidin fluor 30, Rac1 act GTP bind 99, Pf gametocyte 3, Rab2A wt mod 97 and Cdc42 wt GTP 100.
Screening Cc1ccc(CNC(=O)CSc2ncccn2)cc1 returned HRas wt GTP bind 100, Rac1 wt GTP bind 99, GSH fluor 34, Mcl1 Noxa PPI 11, Rab7 wt GTP bind 97, Mcl1 Bid PPI -8, Avidin fluor 16, Rac1 act GTP bind 97, Rab2A wt mod 100 and Cdc42 wt GTP 99.
`Clc1ccc(Nc2ncnc3ccc(Br)cc23)cc1` gave HRas wt GTP bind 102, Rac1 wt GTP bind 104, GSH fluor 32, Mcl1 Noxa PPI -1, Rab7 wt GTP bind 99, Mcl1 Bid PPI -36, Avidin fluor 12, Rac1 act GTP bind 103, Rab2A wt mod 103 and Cdc42 wt GTP 106.
For CCOC(=O)c1c(C)oc2c1c(CN1CCN(CCO)CC1)c(O)c1ccccc12 the results were HRas wt GTP bind 94, Rac1 wt GTP bind 96, GSH fluor 17, Mcl1 Noxa PPI 95*, Rab7 wt GTP bind 101, Mcl1 Bid PPI 56*, Avidin fluor 5, Rac1 act GTP bind 98, Pf gametocyte 15, Rab2A wt mod 94 and Cdc42 wt GTP 96.
`CC(/C=N/NC(=O)CCn1nnc2ccccc21)=C\c1ccccc1` gave HRas wt GTP bind 101, Rac1 wt GTP bind 105, GSH fluor 20, Mcl1 Noxa PPI 3, Rab7 wt GTP bind 99, Mcl1 Bid PPI -7, Avidin fluor 13, Rac1 act GTP bind 100, Pf gametocyte -6, Rab2A wt mod 99 and Cdc42 wt GTP 102.
For COc1ccc(OC)c(Nc2ncnc3c2cnn3-c2ccccc2)c1 the results were HRas wt GTP bind 101, Rac1 wt GTP bind 104, GSH fluor 17, Mcl1 Noxa PPI 4, Rab7 wt GTP bind 102, Mcl1 Bid PPI 6, Avidin fluor 7, Rac1 act GTP bind 99, Rab2A wt mod 100 and Cdc42 wt GTP 102.
For COc1ccc(CCn2c(-c3ccncc3)n[nH]c2=S)cc1OC the results were HRas wt GTP bind 101, Rac1 wt GTP bind 100, GSH fluor 12, Mcl1 Noxa PPI 26, Rab7 wt GTP bind 106, Mcl1 Bid PPI -12, Avidin fluor 10, Rac1 act GTP bind 93, Pf gametocyte -8, Rab2A wt mod 103 and Cdc42 wt GTP 98.
`CN(C)CCNC(=O)c1cc2ccccc2oc1=O` gave HRas wt GTP bind 95, Rac1 wt GTP bind 91, GSH fluor 14, Mcl1 Noxa PPI 12, Rab7 wt GTP bind 93, Mcl1 Bid PPI -4, Avidin fluor 32, Rac1 act GTP bind 92, Pf gametocyte -10, Rab2A wt mod 94 and Cdc42 wt GTP 94.
Screening CCCn1c(Sc2nnnn2-c2ccccc2)n[nH]c1=O returned HRas wt GTP bind 101, Rac1 wt GTP bind 106, GSH fluor 21, Mcl1 Noxa PPI 17, Rab7 wt GTP bind 102, Mcl1 Bid PPI -4, Avidin fluor 23, Rac1 act GTP bind 97, Pf gametocyte -7, Rab2A wt mod 100 and Cdc42 wt GTP 102.
For COC(=O)C1C(=O)NCC1c1ccc(C)cc1 (stereo not given) the results were HRas wt GTP bind 102, Rac1 wt GTP bind 99, GSH fluor 9, Mcl1 Noxa PPI 20, Rab7 wt GTP bind 103, Mcl1 Bid PPI -15, Avidin fluor 11, Rac1 act GTP bind 94, Rab2A wt mod 102 and Cdc42 wt GTP 97.
`COc1ccccc1/C=C/CN1CCC(CO)(Cc2ccccc2)CC1` gave HRas wt GTP bind 99, Rac1 wt GTP bind 101, GSH fluor 14, Mcl1 Noxa PPI 3, Rab7 wt GTP bind 101, Mcl1 Bid PPI -28, Avidin fluor 11, Rac1 act GTP bind 95, Pf gametocyte -10, Rab2A wt mod 96 and Cdc42 wt GTP 95.
Screening CCn1c(C2CCN(Cc3ccccc3)CC2)n[nH]c1=S returned HRas wt GTP bind 100, Rac1 wt GTP bind 102, GSH fluor 15, Mcl1 Noxa PPI 11, Rab7 wt GTP bind 103, Mcl1 Bid PPI -29, Avidin fluor 7, Rac1 act GTP bind 99, Pf gametocyte 24, Rab2A wt mod 103 and Cdc42 wt GTP 97.
Screening Cc1ncsc1CCC(=O)N1CCCC(C(=O)c2cccc(Cl)c2)C1 (stereo not given) returned HRas wt GTP bind 99, Rac1 wt GTP bind 102, GSH fluor 15, Mcl1 Noxa PPI -2, Rab7 wt GTP bind 109, Mcl1 Bid PPI -15, Avidin fluor 12, Rac1 act GTP bind 98, Pf gametocyte -8, Rab2A wt mod 101 and Cdc42 wt GTP 102.
CCSc1nnc(NC(=O)CC(C)C)s1 was read as HRas wt GTP bind 94, Rac1 wt GTP bind 98, GSH fluor 14, Mcl1 Noxa PPI -7, Rab7 wt GTP bind 96, Mcl1 Bid PPI 7, Avidin fluor 11, Rac1 act GTP bind 95, Rab2A wt mod 93 and Cdc42 wt GTP 96.
Screening CCC(=O)N1COC[C@@H]1Cc1ccccc1 returned HRas wt GTP bind 105, Rac1 wt GTP bind 111, GSH fluor 10, Mcl1 Noxa PPI 7, Rab7 wt GTP bind 107, Mcl1 Bid PPI -27, Avidin fluor 3, Rac1 act GTP bind 100, Pf gametocyte -19, Rab2A wt mod 102 and Cdc42 wt GTP 106.
Cc1c(Cl)cn2c(=O)cc(CN3CCN(c4ccccc4)CC3)nc2c1Cl was read as HRas wt GTP bind 96, Rac1 wt GTP bind 97, GSH fluor 16, Mcl1 Noxa PPI 9, Rab7 wt GTP bind 99, Mcl1 Bid PPI -20, Avidin fluor 7, Rac1 act GTP bind 92, Pf gametocyte -5, Rab2A wt mod 93 and Cdc42 wt GTP 93.

Brought forward from above: 2 entries, followed by the next part.
Screening CCC(=O)N1COC[C@@H]1Cc1ccccc1 returned HRas wt GTP bind 105, Rac1 wt GTP bind 111, GSH fluor 10, Mcl1 Noxa PPI 7, Rab7 wt GTP bind 107, Mcl1 Bid PPI -27, Avidin fluor 3, Rac1 act GTP bind 100, Pf gametocyte -19, Rab2A wt mod 102 and Cdc42 wt GTP 106.
Cc1c(Cl)cn2c(=O)cc(CN3CCN(c4ccccc4)CC3)nc2c1Cl was read as HRas wt GTP bind 96, Rac1 wt GTP bind 97, GSH fluor 16, Mcl1 Noxa PPI 9, Rab7 wt GTP bind 99, Mcl1 Bid PPI -20, Avidin fluor 7, Rac1 act GTP bind 92, Pf gametocyte -5, Rab2A wt mod 93 and Cdc42 wt GTP 93.
O=c1c(-c2ccc(F)cc2)coc2cc(O)ccc12 was read as HRas wt GTP bind 106, Rac1 wt GTP bind 112, GSH fluor 10, Mcl1 Noxa PPI 9, Rab7 wt GTP bind 101, Mcl1 Bid PPI -6, Avidin fluor 25, Rac1 act GTP bind 99, Pf gametocyte -34, Rab2A wt mod 98 and Cdc42 wt GTP 107.
C/C(=N\NC(=O)Cc1ccc(Cl)cc1)c1ccccn1 was read as HRas wt GTP bind 101, Rac1 wt GTP bind 99, GSH fluor 23, Mcl1 Noxa PPI -68, Rab7 wt GTP bind 104, Mcl1 Bid PPI -72, Avidin fluor 16, Rac1 act GTP bind 99, Rab2A wt mod 104 and Cdc42 wt GTP 102.
`CN(C)S(=O)(=O)c1ccc(C(=O)N2CCN(S(=O)(=O)c3cccs3)CC2)cc1` gave HRas wt GTP bind 95, Rac1 wt GTP bind 96, GSH fluor 14, Mcl1 Noxa PPI 1, Rab7 wt GTP bind 93, Mcl1 Bid PPI -9, Avidin fluor 11, Rac1 act GTP bind 94, Pf gametocyte 14, Rab2A wt mod 97 and Cdc42 wt GTP 96.
Screening COc1ccc(NC(=O)Nc2ccc(N3CCCC3=O)cc2)cc1OC returned HRas wt GTP bind 99, Rac1 wt GTP bind 98, GSH fluor 13, Mcl1 Noxa PPI 10, Rab7 wt GTP bind 99, Mcl1 Bid PPI -27, Avidin fluor 8, Rac1 act GTP bind 97, Pf gametocyte 3, Rab2A wt mod 99 and Cdc42 wt GTP 101.
`Cc1oc2cc(O)ccc2c(=O)c1-c1cnn(-c2ccccc2)c1` gave HRas wt GTP bind 107, Rac1 wt GTP bind 105, GSH fluor 22, Mcl1 Noxa PPI -14, Rab7 wt GTP bind 107, Mcl1 Bid PPI -58, Avidin fluor 16, Rac1 act GTP bind 100, Pf gametocyte 28, Rab2A wt mod 106 and Cdc42 wt GTP 107.
Cc1ccc2c(c1C)NC(C)CC2C (stereo not given) was read as HRas wt GTP bind 103, Rac1 wt GTP bind 108, GSH fluor 11, Mcl1 Noxa PPI 37, Rab7 wt GTP bind 101, Mcl1 Bid PPI 25, Avidin fluor 9, Rac1 act GTP bind 101, Pf gametocyte -6, Rab2A wt mod 103 and Cdc42 wt GTP 103.
